# AMA1 RON2 block: disrupts binding of P. falciparum AMA1 to RON2; AlphaScreen AMA1-biotinylated RON2 peptide binding; Potency, µM (highest dose often 58.2 µM), for inactives: top-dose activity change, negative = inhibition, hits mostly inhibitors; 360,000 compounds, 0.2% hits;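 note: potency is the fitted concentration of half-maximal effect; 0% = vehicle wells and -100% = peptide control; nearly all actives have a fitted effect of over 45% in size; some results filed as inactive show a strong effect at the top dose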
#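 AMA1 (3D7) with his tag at 25 nM final met compounds first, then biotinylated RON2 peptide at 25 nM; detection used donor plus acceptor beads, 10 µg/mL apiece, read by AlphaScreen after 30 min at room temperature.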
# Tb PYK inh: inhibitors of Trypanosoma brucei pyruvate kinase; 410,000 compounds, 0.12% hits; TbPYK enzyme, Kinase-Glo Plus ATP luminescence, 45 min; Potency, µM (highest dose often 76.8 µM), for the others: at the highest dose activity, negative = inhibition, hits mostly inhibitors; Q57TT1; note: potency is the fitted concentration of half-maximal effect; nearly all actives have a fitted effect of over 50% in size
#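 Glycolytic pyruvate kinase of T. brucei was incubated with substrate, test compound and 130 uM ADP for 45 minutes at room temperature. Luminescent Kinase-Glo Plus signal was measured after 10 minutes.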
# AmpC inh no detg: blocks E. coli AmpC beta-lactamase in detergent-free assay; P00811; AmpC nitrocefin hydrolysis, absorbance 480 nm, 0.0001% Triton; Potency, µM (titrated, usually from 57.1 µM), inactives show top-dose activity change, negative = inhibition, hits mostly inhibitors; 330,000 compounds, 0.52% hits; AID 485341;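 note: potency is the fitted concentration of half-maximal effect; plate controls were no compound for no effect and no enzyme for full effect; nearly all actives have a fitted effect of over 20% in size; some results filed as inactive show a strong effect at the top dose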
# Target sequence (P00811 whole entry, looked up): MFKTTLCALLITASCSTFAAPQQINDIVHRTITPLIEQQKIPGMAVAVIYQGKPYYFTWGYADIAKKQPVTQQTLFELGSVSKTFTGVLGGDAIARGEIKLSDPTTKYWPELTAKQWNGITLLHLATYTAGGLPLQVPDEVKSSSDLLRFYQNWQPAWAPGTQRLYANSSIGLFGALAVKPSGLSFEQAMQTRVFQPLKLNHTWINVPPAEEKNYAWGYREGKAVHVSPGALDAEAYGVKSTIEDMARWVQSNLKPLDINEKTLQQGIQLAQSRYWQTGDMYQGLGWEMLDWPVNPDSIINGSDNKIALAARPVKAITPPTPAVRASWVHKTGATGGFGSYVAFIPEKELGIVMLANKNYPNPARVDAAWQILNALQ
#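 20 mM phosphate pH 7.0 + 0.01% (detergent screen) or 0.0001% Triton X-100; 5.3 nM AmpC reagent; cpd preinc 15 min RT; nitrocefin (800 uM stock) to start; A480 q20 s × 4 min; Activity was normalised to no-enzyme and no-compound control wells.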
# AmpC detergent: blocks E. coli AmpC beta-lactamase in detergent assay. AmpC hydrolysis of nitrocefin, absorbance 480 nm, 0.01% Triton. 370,000 compounds, 0.041% hits. AID 485294. Potency, µM (doses to about 114 µM), inactives show at the top dose activity change, negative = inhibition, usual class: inhibitors;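 note: potency is the fitted concentration of half-maximal effect; 0% = no-compound wells and -100% = no-enzyme wells; nearly all actives have a fitted effect of over 25% in size; some results filed as inactive show a strong effect at the top dose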
#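 AmpC (5.3 nM in the dispensed reagent) in 20 mM phosphate pH 7.0 with 0.01% (detergent screen) or 0.0001% Triton X-100 was preincubated with compounds for 15 min at room temperature. Nitrocefin was then added from an 800 uM solution, and hydrolysis was followed at 480 nm.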
# HCMV antiviral: blocks human cytomegalovirus replication | activity change, negative = inhibition, % at 57.5 µM | AID 1259415 | HFF cells, HCMV-luciferase reporter, 72 h; hits give low values | 410,000 compounds, 4.5% hits; in the data active = activity change below about -60%; inconclusive = no clear call, values can overlap the other calls; inactive = above about -39%
#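 Compounds were evaluated in HFFs infected with an HCMV luciferase reporter virus (MOI 1 PFU/cell). Luciferase in lysates collected 72 h post infection served as the replication measure.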
# HCV inh: HCV inhibition; Huh7.5.1 HCVcc-Cre infection, luciferase reporter, 44 h; AID 651820; 340,000 compounds, 3.4% hits; Potency, µM (titrated, usually from 41.8 µM), for the others: at the highest dose activity change, negative = inhibition, most hits filed as inhibitors; note: potency is the fitted concentration of half-maximal effect
#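 1,000 cells/well; 4 h culture; + compound; + HCVcc-Cre (~0.5 moi); 44 h; luciferase substrate, RT 15 min; read 15 sec.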
# LmPK inhibitor: blocks Leishmania mexicana pyruvate kinase activity; Potency, µM (titrated, usually from 57.5 µM), for the others: at the highest dose activity change, negative = inhibition, actives largely listed as inhibitors; 290,000 compounds, 0.37% hits; purified LmPK, Kinase-Glo ATP luminescence, 1 h; Q27686; AID 1721; note: potency is the fitted concentration of half-maximal effect
# Target sequence (Q27686 whole entry, looked up): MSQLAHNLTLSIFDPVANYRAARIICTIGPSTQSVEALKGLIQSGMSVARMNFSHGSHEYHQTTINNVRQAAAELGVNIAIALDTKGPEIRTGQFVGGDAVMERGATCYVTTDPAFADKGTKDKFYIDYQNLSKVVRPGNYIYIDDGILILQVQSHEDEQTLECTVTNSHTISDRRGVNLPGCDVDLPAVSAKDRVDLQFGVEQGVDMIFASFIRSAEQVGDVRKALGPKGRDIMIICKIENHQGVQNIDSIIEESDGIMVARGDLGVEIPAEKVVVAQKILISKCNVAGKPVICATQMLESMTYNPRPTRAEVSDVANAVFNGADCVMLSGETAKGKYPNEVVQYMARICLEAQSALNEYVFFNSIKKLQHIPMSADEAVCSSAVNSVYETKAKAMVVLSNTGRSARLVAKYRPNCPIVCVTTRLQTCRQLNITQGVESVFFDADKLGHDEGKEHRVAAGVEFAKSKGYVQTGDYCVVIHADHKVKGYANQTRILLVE
#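 ATP generated from ADP (0.1 mM) and PEP (0.5 mM) by 0.1 nM LmPK over 1 h at room temperature (pH 7.2 imidazole buffer) was detected by coupled luciferase luminescence. Values were normalized to uninhibited and no-enzyme wells.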
# * hit, by the source's call; ? = inconclusive; nt = not tested or not shown; [ ] = dose if it differs, or a comment. Unless noted, calls come from the whole dose curve; as a rule, active = well fitted curve in the direction sought with a large enough effect; inconclusive = small, poorly fitted or top-dose-only effect, or another doubt; inactive = no such curve, though single readings can be large; an effect the other way counts as inactive or inconclusive. Unless noted, % is set by controls: 0 for no effect and ±100 for the full control effect.
SMILES,AMA1 RON2 block,Tb PYK inh,AmpC inh no detg,AmpC detergent,HCMV antiviral,HCV inh,LmPK inhibitor
COc1cc(=O)[nH]c(=O)n1CC(=O)c1ccccc1,-7.1%,-1.1%,-26.2%,?,-8.1,11.4%,0.8%
Cc1ccc(NC2CCCN(C(=O)c3cnsn3)C2)cc1C (stereo not drawn),-2.5%,-6.9%,-1.7%,-14.6%,-1.1,8.4%,-4.6%
C=CCOc1ccccc1CN(C(=O)CCl)c1ccc2c(c1)OCO2,-14.7%,-15.0%,-22.2%,?,-99.0*,?,3.0%
CC(NCc1ccccc1C(F)(F)F)C(O)c1ccccc1 (stereo not drawn),0.1%,-3.8%,8.7%,1.0%,-30.5,5.5%,1.8%
C=C(C)Cn1c(CCNC(=O)C(C)C)nc2ccccc21,-10.2%,0.8%,-0.6%,0.3%,-21.3,?,-0.5%
COc1ccc(N(CC(=O)NC2CCCC2)C(=O)Cn2nnc(-c3ccc(OC)c(OC)c3)n2)cc1,-10.5%,-0.5%,47.9%,-0.7%,-27.7,?,2.0%
COc1cccc(C(=O)Nc2cc(C(=O)NCCc3ccccc3)ccc2Cl)c1,1.8%,0.7%,-56.7%,-2.4%,-15.8,?,1.8%
Cc1ccc(Cl)cc1N1CCN(C(=O)CCS(=O)(=O)c2ccc3c(c2)oc(=O)n3C)CC1,nt,-3.7%,nt,-4.8%,5.1,nt,nt
CN(CCNC(=O)C1CCN(S(=O)(=O)c2cnc[nH]2)CC1)Cc1ccccc1,31.1%[activator],4.6%,-9.6%,-7.6%,22.2,?,-0.2%
Cc1cccc(NC(=O)c2cccc(C(=O)Nc3cccc(C)c3)c2)c1,2.4%,-13.7%,-28.8%,-6.3%,6.2,9.1%,0.0%
CCCC(=O)NCc1ccncc1,nt,nt,-8.0%,6.6%,-12.9,nt,-4.1%
CCC(=O)N1CCc2cc(Br)c(S(=O)(=O)CCC(=O)NCCc3ccccc3)cc21,-8.2%,4.1%,nt,nt,-30.6,22.6%,nt
COC(=O)c1ccc(N2CCCCC2)c(NC(=O)c2ccco2)c1,-16.7%,2.0%,-2.1%,2.3%,?,1.41µM*,5.0%
O=C1CC[C@@H]2CC(N3CCN(c4ccccc4)CC3)C[C@@H]3CCN1[C@H]23 (stereo partly drawn),-4.0%,5.7%,nt,nt,11.9,26.1%,nt
COc1ccc(C(=O)C[n+]2cccc(C)c2C)cc1[N+](=O)[O-],-0.6%,-1.5%,8.9%,-2.7%,39.9,0.4%,2.2%
COc1ccc(C(=O)NC(C(=O)N2CCN(C/C=C/c3ccccc3)CC2)C(C)C)cc1 (stereo not drawn),-0.1%,0.3%,nt,nt,-27.8,nt,nt
O=C(O)c1sccc1S(=O)(=O)N1CCN(c2ccc(C(F)(F)F)cn2)CC1,-5.0%,4.0%,-14.7%,7.5%,-12.8,-3.2%,-3.6%
CCOP(=O)(c1ccc(N(C)C)cc1)C(O)c1ccccc1 (stereo not drawn),11.6%,7.5%,-0.2%,3.3%,-82.9*,-23.7%,0.5%
Cc1cnc(C(=O)Nc2ccc(-n3cnnn3)cc2)cn1,16.7%,0.0%,0.2%,?,62.9,0.8%,0.1%
Cc1ccc(C)c(NS(=O)(=O)c2cc(C(=O)Nc3ccccc3-c3ccccc3)ccc2Cl)c1,-6.0%,0.0%,-31.3%,?,-27.9,?,2.8%
CCOc1ccccc1CNC(CC)CO (stereo not drawn),5.0%,2.9%,-5.1%[2.29 µM],-8.5%,24.7,-11.4%,0.0%
O=C(NCCC1=CCCCC1)C1CCN(S(=O)(=O)c2ccc(-n3cnnn3)cc2)CC1,0.3%,-5.4%,8.1%,-2.8%,-11.7,?,0.6%
Cc1nc(C(F)(F)F)ccc1C(=O)N1CCCC(C(=O)O)CC1 (stereo not drawn),-10.6%,-1.6%,nt,nt,64.4,nt,nt
C=CCn1nnnc1SCC(=O)Nc1ccc(C(=O)OC)cc1,-7.3%,-2.2%,-43.2%,2.5%,22.8,3.1%,-0.7%
CCC(C)Sc1nnc(CSc2nc3nc(C)cc(C)n3n2)o1 (stereo not drawn),-0.7%,-1.8%,90.3%[activator],-3.1%,-7.6,11.4%,0.0%
# New compounds follow.
SMILES,AMA1 RON2 block,Tb PYK inh,AmpC inh no detg,AmpC detergent,HCMV antiviral,HCV inh,LmPK inhibitor
CCN(CC)c1ccc(/C=N/NC(=O)Nc2ccccc2)cc1,?,0.4%,-30.0%,?,-11.3,?,3.7%
O=S1(=O)CC(N2CCCCC2)CN1Cc1cn(Cc2ccccc2)nn1 (stereo not drawn),0.0%,4.0%,nt,nt,-6.7,nt,nt
O=C(CN1C(=O)CCS(=O)(=O)c2ccccc21)NCc1ccc(F)cc1,-3.4%,1.1%,-4.9%,-9.0%,3.6,13.6%,-2.0%
Cc1ccccc1CCNC(=O)c1ccc2c(c1)c(C)c(C)n2Cc1ccccc1,nt,-15.7%[15.4 µM],nt,5.1%,0.0,nt,nt
CCN(CC)c1ccc(/C=N/c2sc3c(c2C#N)C2CCN3CC2)c(O)c1,-5.9%[11.6 µM],-9.4%,-17.8%,-11.1%,nt,4.47µM*,-3.3%
Cc1ccc(S(=O)(=O)Nc2ccc(Br)cc2/C=N/n2cnnc2)cc1,-7.7%,8.9%,-14.6%,-5.8%,-21.6,-10.4%,3.5%
CCCCCN(C(=O)COC(=O)Cc1c(C)nc2ccccc2c1C)c1c(N)n(CCCC)c(=O)[nH]c1=O,-10.8%,-0.2%,180.8%[activator],-1.4%,-22.1,-10.2%,nt
COc1ccc(S(=O)(=O)N2c3ccccc3OCC2CC(=O)O)cc1 (stereo not drawn),7.4%,-12.5%,-6.3%,2.4%,-18.1,?,0.7%
Cc1ccccc1OC1C(=O)N(Cc2ccc3c(c2)OCO3)C1c1sccc1C (stereo not drawn),-6.5%,-0.2%,-23.7%,-11.8%,-70.6*,?,-2.9%
Cc1cc(C)nc(SCC(=O)N/N=C/c2cccn2-c2cccc(C(F)(F)F)c2)n1,-10.8%,1.1%,65.4%[activator],?,-26.8,-24.8%,0.3%
O=C(Cn1ncc2c([nH]c3ccccc32)c1=O)N1CCOCC1,-1.1%,2.1%,-2.9%,-6.7%,24.1,12.0%,1.3%
O=C(NCc1ccco1)c1ccc(-c2cccc(Cl)c2)o1,-6.4%,21.9%,-12.7%,4.7%,71.1,17.8%,8.9%
Cc1ccc(CC(=O)Nc2cccnc2)cc1,-15.7%,2.6%,-17.1%,-13.4%,0.0,-0.7%,1.9%
CC(C)(C)c1ccc(C(=O)Oc2ccccc2CCC(=O)O)cc1,-15.6%,5.1%,-16.9%,-8.7%,67.1,14.4%,-13.7%
CC1=NNC(=O)C1CC(=O)N/N=C(\C)c1cccs1 (stereo not drawn),24.9%,-4.2%,-6.8%,2.2%,-19.3,10.2%,4.1%
Cc1cccc(CCNC(=O)CCc2c(C)nc3c4c(C)cc(C)nc4nn3c2C)c1,nt,5.0%,nt,-0.7%,-12.3,nt,nt
COc1cccc(-c2nnc(SCC(=O)NC3CCCCC3)o2)c1,nt,-6.5%,nt,-10.9%,-9.3,nt,nt
COc1ccc(CCNC(=O)c2cc(-c3ccc(C)cc3O)n[nH]2)cc1OC,11.4%,-3.4%,-23.6%,-5.9%,-9.3,?,-0.1%
Cc1ccc(F)cc1NC(=O)N1CCCN(c2ccc(C(F)(F)F)cn2)CC1,-4.3%,2.9%,25.5%,-10.8%,-0.2,-64.5%,-0.1%
CC(C)CCNC(=O)c1c[nH]c2ccc(S(=O)(=O)N3CCC4(CC3)OCCO4)cc2c1=O,2.4%,4.4%,?,-4.4%,19.6,30.1%[activator],1.2%
Cc1nn(-c2ccccc2C(=O)O)c(=O)c2ccccc12,-7.2%,12.6%,-9.6%,-1.5%,12.2,16.7%,-7.7%
NC(=O)c1ccc(Oc2ccc(Cl)c3ccccc23)c([N+](=O)[O-])c1,12.3%[11.6 µM],-8.1%,-41.0%,0.0%,1.6,0.7%,-0.3%
CCc1ccc(N2CC(O)=C(c3nc4ccccc4c(=O)[nH]3)C2=N)cc1,10.5%,0.3%,-16.6%,-1.0%,-12.9,-28.3%,0.6%
O=C(NCc1ccccc1)C1(C(F)(F)F)C/C(=C\CCO)CCCO1 (stereo not drawn),3.1%,1.5%,nt,nt,5.1,14.6%,nt
CCC1Oc2ccccc2N(CC(=O)NCCCN2CCN(CC)CC2)C1=O (stereo not drawn),5.8%,0.8%,1.4%,2.1%,0.0,11.2%,1.0%
COCCCNC(=O)CC(c1cc(OC)c(OC)c(OC)c1)N1Cc2ccccc2C1=O (stereo not drawn),nt,3.6%,nt,-4.6%,6.8,nt,nt
Cc1nc2ccc(S(=O)(=O)NC(C(=O)NCc3ccco3)C(C)C)cc2s1 (stereo not drawn),-14.6%,-4.5%,2.6%,-12.1%,-64.5*,5.4%,2.8%
CCOC(=O)Cn1c(C(=O)OCC)cc2sccc21,10.5%,-4.1%,-0.9%,-4.1%,10.0,?,3.6%

# Another view of some results above.
molecule	AMA1 RON2 block	Tb PYK inh	AmpC inh no detg	AmpC detergent	HCMV antiviral	HCV inh	LmPK inhibitor
COc1cccc(-c2nnc(SCC(=O)NC3CCCCC3)o2)c1	nt	-6.5%	nt	-10.9%	-9.3	nt	nt
COc1ccc(CCNC(=O)c2cc(-c3ccc(C)cc3O)n[nH]2)cc1OC	11.4%	-3.4%	-23.6%	-5.9%	-9.3	?	-0.1%
Cc1ccc(F)cc1NC(=O)N1CCCN(c2ccc(C(F)(F)F)cn2)CC1	-4.3%	2.9%	25.5%	-10.8%	-0.2	-64.5%	-0.1%
CC(C)CCNC(=O)c1c[nH]c2ccc(S(=O)(=O)N3CCC4(CC3)OCCO4)cc2c1=O	2.4%	4.4%	?	-4.4%	19.6	30.1%[activator]	1.2%
Cc1nn(-c2ccccc2C(=O)O)c(=O)c2ccccc12	-7.2%	12.6%	-9.6%	-1.5%	12.2	16.7%	-7.7%

# Copied from the entries so far (two entries):
SMILES,AMA1 RON2 block,Tb PYK inh,AmpC inh no detg,AmpC detergent,HCMV antiviral,HCV inh,LmPK inhibitor
CCN(CC)c1ccc(/C=N/NC(=O)Nc2ccccc2)cc1,?,0.4%,-30.0%,?,-11.3,?,3.7%
O=S1(=O)CC(N2CCCCC2)CN1Cc1cn(Cc2ccccc2)nn1 (stereo not drawn),0.0%,4.0%,nt,nt,-6.7,nt,nt

# Assay outcomes (PubChem BioAssay)
